Source: PubChem
MITF TRPM1 HTS: increases MITF-driven TRPM1 promoter luciferase signal; SK-MEL-5 TRPM1-promoter luciferase, 24 h; % of positive control, neutral wells = 0; hit rate 0.75% among 300,000; AID 588334; activation, % at 12.5 µM;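 active means mean activation of at least 80% with every replicate also reaching 80%; inconclusive means mean reaches 80% but some replicate falls short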;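 further: 0% = neutral control wells and 100% = parthenolide positive control wells; values of inactives mirror those of a sister screen read the other way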
V-ATPase pHluor: regulators of yeast V-ATPase proton transport; response, % at 10 µM; S. cerevisiae, pHLuorin cytosolic pH fluorescence; AID 504577; hit rate 0.37% among 350,000; in the data active means response mostly above about 7.3%, no sharp cut-off; inactive means mostly below about 5.4%; further: actives read high; inactives centre near 0; some compounds called inactive have numbers as strong as hits; reference of the scale not given here
Rtt109 HAT inh: inhibitors of Candida albicans Rtt109/Vps75 histone acetyltransferase; Q5AAJ8; purified Rtt109/Vps75, ThioGlo CoA-SH fluorescence, 4 h; inhibition, % at 34.9 µM; hit rate 0.16% among 330,000;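 active means inhibition of at least 50% in every replicate; inconclusive means best replicate reaches 50% inhibition but some replicates fall short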
CDK5 inh: inhibitors of human CDK5/p35 kinase; Recombinant CDK5/p35, ADP-Glo luminescence, 60 min; AID 488839; hit rate 0.01% among 330,000; inhibition, % at 10 µM;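 active means highest replicate inhibition of at least 50% and at least 75% of replicates reaching 50%; inconclusive means only one of the two criteria met; inactive means both criteria failed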;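 further: plate controls were DMSO neutral control for no effect and GW8510 at 10 µM for full effect; many of its hits are not listed in these tables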
Target sequence (Q00535 whole entry, looked up): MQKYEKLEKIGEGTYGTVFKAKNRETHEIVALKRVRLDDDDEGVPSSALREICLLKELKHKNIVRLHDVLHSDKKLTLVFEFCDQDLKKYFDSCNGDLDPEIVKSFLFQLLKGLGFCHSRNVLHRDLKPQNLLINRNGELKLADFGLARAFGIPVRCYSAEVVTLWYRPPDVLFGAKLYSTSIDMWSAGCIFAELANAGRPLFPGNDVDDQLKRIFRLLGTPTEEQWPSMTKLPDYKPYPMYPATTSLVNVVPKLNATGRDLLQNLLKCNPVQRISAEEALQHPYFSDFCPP
Target sequence (Q15078 whole entry, looked up): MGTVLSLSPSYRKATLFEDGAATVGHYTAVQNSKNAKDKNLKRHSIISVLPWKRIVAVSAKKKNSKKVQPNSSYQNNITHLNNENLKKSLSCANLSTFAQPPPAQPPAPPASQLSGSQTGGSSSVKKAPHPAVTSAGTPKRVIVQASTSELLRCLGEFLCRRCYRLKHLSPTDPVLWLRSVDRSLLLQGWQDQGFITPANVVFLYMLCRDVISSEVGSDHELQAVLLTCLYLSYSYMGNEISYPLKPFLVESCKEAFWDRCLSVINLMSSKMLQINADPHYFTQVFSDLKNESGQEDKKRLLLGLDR
Tat transport: blocks Tat-dependent protein export in E. coli. E. coli MC4100 TorA-mCherry Tat export, fluorescence. inhibition, % at 10 µM. hit rate 0.036% among 340,000;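 active means mean replicate inhibition at least 50% and at least half of replicates individually reaching 50%; inconclusive means only one of the two criteria met; inactive means neither criterion met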;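 further: exported cargo escapes ClpAP degradation while cytoplasmic cargo is degraded and loses fluorescence; 0% = median of neutral control wells and 100% = median of NaSCN control wells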
cardiac RTF act: cardiac RTF calcium sensitization | hit rate 0.24% among 340,000 | P19429+P45379 | activation, % at 7.2 µM | IANBD-labeled TnC RTF fluorescence at EC20 calcium; 0% EC20 calcium, 100% full calcium;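 active means activation above the mean over all tested compounds plus 3 SD, cut at about 30% in these data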;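 further: rise in fluorescence read as greater calcium sensitivity of cardiac thin filaments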
dFosB activator: mouse delta FosB homodimer activation. P13346. purified delta FosB, TAMRA-CDK5 oligo fluorescence polarization; percent of positive-control signal above neutral wells. activation, % at 25 µM. hit rate 0.99% among 340,000. AID 493131;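 active means mean activation above about 17%, with every replicate also reaching it, limit read from the data, passing the limit was not always enough; inconclusive means only one of the two conditions met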;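 further: fluorescence polarization rise as delta FosB binds a TAMRA Cdk5 AP-1 oligo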
Target sequence (P13346 whole entry, looked up): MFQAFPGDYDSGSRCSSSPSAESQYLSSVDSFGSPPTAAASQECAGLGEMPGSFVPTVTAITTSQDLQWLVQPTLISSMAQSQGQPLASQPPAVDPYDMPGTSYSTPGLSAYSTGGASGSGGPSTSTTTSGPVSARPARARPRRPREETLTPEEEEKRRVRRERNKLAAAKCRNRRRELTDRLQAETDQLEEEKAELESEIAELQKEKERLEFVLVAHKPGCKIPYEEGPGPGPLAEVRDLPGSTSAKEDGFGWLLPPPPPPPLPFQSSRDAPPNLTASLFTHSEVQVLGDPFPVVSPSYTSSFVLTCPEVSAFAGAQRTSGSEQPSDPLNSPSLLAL
Wnt act: activates Wnt/beta-catenin signaling in a reporter cell assay. hit rate 1.2% among 300,000. activator, plate reader. activation, % at 9.35 µM; in the data active means activation above about 30%, passing the limit was not always enough; inconclusive means no clear call, values can overlap the other calls;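 further: 0% = neutral control wells and 100% = positive control wells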
CAL PDZ FP-1: blocks peptide binding to the human CAL PDZ domain. hit rate 0.92% among 300,000. inhibition, % at 24.9 µM. purified CAL PDZ, TMR-peptide fluorescence polarization, 1 h. Q9HD26. AID 602252;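 active means mean inhibition of at least 30% with at least half of replicates also reaching 30%; inconclusive means no clear call, values can overlap the other calls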;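 further: 0% = DMSO neutral control and 100% = excess unlabeled competitor peptide PRC23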
CAL PDZ FP-2: blocks peptide binding to human CAL PDZ domain; inhibition, % at 20 µM; hit rate 0.02% among 330,000; AID 504414; purified CAL PDZ, TMR-peptide fluorescence polarization, 1 h;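 active means highest replicate inhibition of at least 40%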;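 further: plate controls were DMSO neutral control wells for no effect and unlabeled competitor peptide control wells for full effect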
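Assay system – tagged CAL PDZ protein CerCALP, purified · Timing – 1 h at RT · Compound – single point, 20 µM · Measured by – fluorescence polarization from S- and P-plane intensities, G-factor corrected · Evaluation – inhibition from polarization loss · Probe or stimulus – TMR reporter peptide T*-PRC34 · Buffer or medium – pH 7.4 phosphate-saline buffer, reducing agent, detergent, IgG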
* hit, by the source's call; ? = inconclusive; . = not tested or not shown.

SMILES	MITF TRPM1 HTS	V-ATPase pHluor	Rtt109 HAT inh	CDK5 inh	Tat transport	cardiac RTF act	dFosB activator	Wnt act	CAL PDZ FP-1	CAL PDZ FP-2
COc1ccc(N2CCN(CCCNC(=O)c3cc4sccc4n3C)CC2)cc1	4	-3	-10	1.2	0	-7	-1	-2	.	-1.5
C=CC[C@H](CC(=O)N(CCO)Cc1ccccc1)C(=O)N[C@H](C)COC(=O)[C@@H](CC=C)CC(=O)OC(C)(C)C	5	-1	9	0.1	0	0	-7	-3	1	-0.3
COc1ccc(C(=O)NCc2nnc(SCC(=O)NO)n2Cc2ccccc2)cc1	-20	0	2	-1.1	-6	-2	-2	7	-7	-2.4
COc1cccc(CN2CCNC(=O)C2CC(=O)N(C)CCC2CCOCC2)c1 (stereo not given)	-3	0	-2	0.2	0	2	-4	4	-1	-1.7
O=C1NN=C(c2ccccc2)C1Cc1ccccc1 (stereo not given)	9	-3	-11	2.2	0	-5	-5	-7	2	-1.0
CCOc1ccc(/C=N/NC(=O)CN2CCCCCCC2)cc1	-2	2	-3	-2.1	-7	7	-12	0	-3	-2.4
O=C(Nc1cccc([N+](=O)[O-])c1)c1ccc2nsnc2c1	-2	-4	-3	-0.6	2	-2	-7	-2	-5	-2.0
CCCCCCc1cc2cc(C(=O)Nc3ccccc3OC)c(=O)oc2cc1O	-1	-9	-8	-0.2	6	-4	-7	.	-6	0.9
O=C(NC(=S)Nc1ccccc1O)c1ccc(Cl)cc1Cl	19	-1	3	-0.8	-2	12	-10	3	-1	-0.1
CCN(CC)S(=O)(=O)c1cc([N+](=O)[O-])ccc1NNC(=O)Nc1ccc(F)cc1	.	8	-3	-0.3	0	3	5	.	1	0.2
Cc1cc(Cl)ccc1OCC(=O)OCC(=O)N(CC(C)C)c1c(N)n(Cc2ccccc2)c(=O)[nH]c1=O	-2	-2	0	-0.8	0	-7	4	-1	-3	-1.2
COc1ccc(NC(=O)c2cc3ccccc3o2)cn1	104*	-2	-3	-0.4	-4	0	-3	43*	-3	.
Cc1cc(C(=O)NC(C)c2ccc3c(c2)OCO3)cs1 (stereo not given)	0	2	-6	-0.5	-4	-5	-8	.	-3	-2.9
COc1ccccc1NC(=O)CC1CCCC1	-3	-3	2	-5.1	8	-1	-7	-2	-3	-3.1
CCN(CC)c1ccc(NC(=O)c2ccccn2)cc1S(=O)(=O)Nc1ccccc1OC	0	0	0	0.1	-1	-16	-5	-3	-3	-1.9
CCC(C)n1c(SCc2ccccc2)nc2ccsc2c1=O (stereo not given)	-3	-5	22	-0.1	4	-2	-6	.	-1	-3.7
O=C(COc1ccccc1)NCC(=O)N/N=C/c1ccco1	0	-2	-3	-1.0	-4	-2	-3	.	-1	0.0
CC(=O)c1ccc(NC(=O)c2c(C)nn(-c3ccccc3)c2Cl)cc1	44	2	2	-1.9	-7	-3	-11	24	1	-0.4
CCOc1ccc(C(=O)NCC(=O)Nc2ccc3c(c2)OCO3)cc1OCC	35	-4	.	0.7	3	-9	0	2	0	-0.1
O=C(Cn1cc2c(n1)CCCC2)N1CCCC1	-2	1	-3	-0.3	-13	7	-9	-1	.	-0.8
CC(=O)c1sc(C(C)(C)C)cc1NC(=O)/C=C/C(=O)O	.	4	-7	0.1	-7	0	4	2	.	-0.6
O=[N+]([O-])c1ccccc1Nc1ccc(O)cc1	-6	3	6	1.5	22	8	-3	1	-1	-1.8
CC1(C)CC(=O)C2=C(C1)NC(SCC(=O)Nc1ccccc1)=C(C#N)C21CCCCC1	6	3	1	0.6	3	4	-14	-1	-7	.
CC(=O)c1ccc(C(=O)Nc2ccc3c(c2)C(=O)NC3=O)cc1	.	-5	-24	-0.6	-4	-3	32*	-2	.	-1.6
O=C(c1ccccc1NS(=O)(=O)c1ccc([N+](=O)[O-])cc1[N+](=O)[O-])N1O[C@@H]2C=C[C@H]1C2	-15	-2	0	-2.2	9	-1	-6	-1	-18	0.1
CCOc1cccc2sc(N3CCN(C(=O)c4ccc5ncsc5c4)CC3)nc12	4	-3	4	0.6	2	-10	-8	-2	.	-0.4
O=C(CS(=O)(=O)Cc1ccccc1)N1CCN(Cc2ccc3c(c2)OCO3)CC1	-9	6	-4	0.8	13	-2	-9	-5	-1	-0.4
CCOC(=O)C1(Cc2ccccc2C)CCCN(S(C)(=O)=O)C1 (stereo not given)	1	2	-1	-0.6	7	-2	0	0	-2	.
COc1ccc(N(CC(=O)NCCSc2ccc(C)cc2)S(=O)(=O)c2ccccc2)c(OC)c1	-2	0	10	-0.7	3	-5	-9	0	40*	-0.7
Cc1cnc(NC(=O)CSc2nnc(-c3ccccc3)o2)s1	.	-2	-1	0.0	-9	2	-10	.	-3	-3.9
CC(C(=O)NC1CC(C)(C)NC(C)(C)C1)c1ccc([N+](=O)[O-])cc1 (stereo not given)	-1	.	.	0.8	-7	-8	-4	9	-1	-2.9
O=C(CCc1c[nH]c2ccccc12)NCCc1ccccc1	13	6	4	-1.0	0	-3	4	2	-3	-0.9
COCCOc1nc2c(c(=O)n(C)c(=O)n2C)n1Cc1cccc(OC)c1	-11	-1	-6	0.7	0	5	-3	.	.	-1.6
Cc1cc(Cl)cc(C)c1OCC(=O)NC1CCCCCC1	18	2	-4	-1.2	7	0	-3	-4	48*	-0.4
COc1ccccc1OCCNC(=O)CN(c1cccc(C)c1)S(=O)(=O)c1ccccc1	-6	-2	1	0.1	-3	3	-17	-4	-3	-2.0
CC(/C=N/NC(=O)c1cc(-c2ccc(C)s2)[nH]n1)=C\c1ccccc1	-8	-3	9	-0.6	2	3	8	-3	-3	-2.1
CCOc1ccc(C(=O)NCC(=O)OC(C)C(=O)NCc2ccco2)cc1OCC (stereo not given)	-3	-4	11	-0.4	-17	-2	6	.	-1	-0.4
O=C(Nc1nccs1)c1cc([N+](=O)[O-])ccc1Cl	6	-2	0	1.1	1	3	1	0	.	-0.2
CCCC(=O)C1=C(O)C(C(=O)OC)C(C)(C)CC1=NCCCCCC(=O)O (stereo not given)	9	1	41	2.3	-2	3	4	-2	2	-1.9
Cc1nn(-c2ccc(Cl)c(Cl)c2Cl)c(=O)c2ccccc12	3	-8	15	-0.4	3	1	-6	.	-4	0.0
CCOc1cc(C2C(C(=O)OC)=CN(Cc3ccc(Cl)cc3)C=C2C(=O)OC)ccc1O	-11	-3	-4	1.9	20	3	-14	0	5	0.3
CC1(C)Cc2c(C#N)c(SCCC#N)nc(N3CCOCC3)c2CS1	-1	0	-2	0.8	4	-2	2	0	-2	-1.5
COc1ccc(C2(CNC(=O)C(c3ccccc3)c3ccccc3)CCOCC2)cc1OC	-9	-2	-1	0.0	15	8	-5	0	0	-0.5
COc1ccc(CS(=O)(=O)CC(C)(O)c2ccc(Cl)cc2)cc1 (stereo not given)	-8	-1	17	0.2	-8	-1	-4	-1	.	0.1
COc1ccc(C(=O)NCCC2=CCCCC2)cc1	11	-1	0	0.6	16	-4	-2	?	1	-0.8
COc1ccccc1COc1ccc2c(C)c(CCC(=O)O)c(=O)oc2c1C	-14	-2	-2	0.1	2	5	-7	2	-12	-3.1
Nc1nc(-c2ccco2)nn1C(=O)c1ccc([N+](=O)[O-])cc1	4	2	-4	-7.3	2	12	3	-1	-2	-2.4
CSc1nc(-c2ccccc2)nn1C(=O)c1ccccc1	13	1	-2	0.7	-2	-9	-4	-2	-3	-1.2
CCn1c(C)c(C(C)=O)c(N2CCN(c3ccc(OC)cc3)CC2)nc1=S	-5	-2	.	-1.0	-2	0	4	2	2	-1.5
O=[N+]([O-])c1ccc(COc2ccc(-c3[nH]ncc3-c3ccccc3)c(O)c2)cc1	-9	-4	-2	-0.4	3	-1	-2	-1	-3	-2.1
(continued)
SMILES	MITF TRPM1 HTS	V-ATPase pHluor	Rtt109 HAT inh	CDK5 inh	Tat transport	cardiac RTF act	dFosB activator	Wnt act	CAL PDZ FP-1	CAL PDZ FP-2
O=C1OC(OC(=O)c2ccccc2Br)C(N2CCOCC2)=C1Cl (stereo not given)	1	-2	3	0.4	-3	1	4	-2	-2	-1.3
CC(/C=C/c1cccc([N+](=O)[O-])c1)=N\NC(=O)c1ccncc1	-7	0	5	3.3	-4	2	8	-2	-4	-0.2
O=C(Cc1ccc(S(=O)(=O)N2CCOCC2)s1)Nc1ccccc1N1CCCC1	-15	1	-5	0.0	-4	0	-8	0	-1	-2.2
COc1ccc(CCNC(=O)CCc2nnc(Cc3ccc4c(c3)OCO4)o2)c(OC)c1	-3	-2	-1	0.8	-5	-3	-6	0	3	0.0
CC(C)(C)c1ccc(-c2nc(C#N)c(NCc3cccnc3)o2)cc1	15	-1	22	-3.0	6	-1	-8	.	-7	-1.0
CCN1/C(=C2\C(=O)N(C)C(=S)N2c2ccccc2)C=Cc2ccccc21	2	-4	16	2.3	-1	8	-2	1	4	0.3
CC(C)n1c(=S)[nH]c2c1c(=O)[nH]c(=O)n2C	3	6	-3	1.4	-4	-4	-5	.	43*	-2.4
COc1ccc(C2=NS(=O)(=O)N(C)C(C(=O)NCc3ccc4c(c3)OCO4)=C2)cc1OC	1	3	-4	-1.4	-5	1	-2	1	.	-1.1
CC(C)CNS(=O)(=O)c1ccc(C(=O)Nc2ccc3c(c2)OCO3)cc1	-6	3	0	-0.3	0	-3	-6	-4	-1	-1.6
CCOC(=O)[C@H]1[C@H]2COc3cc(OC)ccc3[C@@H]2N2C(=O)CN(Cc3ccc(Cl)cc3)C(=O)[C@@]12C	0	1	3	1.6	-8	-9	-9	-3	-6	-0.8
O=C(NC1CCCCCC1)C(=O)NC1CC1	.	2	1	0.5	7	-1	1	1	-1	0.0
O=C(CN1CCOCC1)Nc1cccc(C(F)(F)F)c1	.	8	55*	0.5	1	-4	-1	-3	3	-0.8
CCc1nnc2n1N=C(c1ccc([N+](=O)[O-])cc1)CS2	.	-2	2	1.0	-2	-1	-3	-3	.	-0.3
CCCCCNC(=O)Cc1ccc(OC)cc1	.	1	11	0.1	5	-5	3	-1	.	-1.4
CC1CCC(C(C)C)C(OC(=O)COC(=O)c2ccc(=O)[nH]c2)C1 (stereo not given)	4	2	11	0.8	8	-8	-11	-3	-4	-1.5
C=CCn1c(-c2ccc(C)cc2)nc2ccccc21	32	-1	-2	-1.0	11	-6	-9	21	-1	-1.0
CCCSc1nnc(Cn2c(=O)sc3ccccc32)n1-c1ccccc1	.	0	17	1.5	0	6	-10	-1	.	0.5
Cc1oc2ccc(OC(C(=O)O)c3ccccc3)cc2c1C(=O)O (stereo not given)	12	2	-5	0.6	-8	-5	7	0	-2	-0.6

MITF TRPM1 HTS: what is marked active above.
canonical_smiles	MITF TRPM1 HTS	V-ATPase pHluor	Rtt109 HAT inh	CDK5 inh	Tat transport	dFosB activator	Wnt act	CAL PDZ FP-1	CAL PDZ FP-2
COc1ccc(NC(=O)c2cc3ccccc3o2)cn1	104*	-2	-3	-0.4	-4	-3	43*	-3	.
